GSK3 alpha inh: blocks human GSK-3 alpha kinase. ADP-Glo luminescence, 60 min. 320,000 compounds, 0.1% hits. P49840. inhibition, % at 10 µM;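 in the data active means inhibition above about 50%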;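 further: GST-tagged GSK-3 alpha with peptide substrate and 25 µM ATP; 0% = DMSO neutral wells and 100% = GW8510 positive control wells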
Target sequence (P49840 whole entry, looked up): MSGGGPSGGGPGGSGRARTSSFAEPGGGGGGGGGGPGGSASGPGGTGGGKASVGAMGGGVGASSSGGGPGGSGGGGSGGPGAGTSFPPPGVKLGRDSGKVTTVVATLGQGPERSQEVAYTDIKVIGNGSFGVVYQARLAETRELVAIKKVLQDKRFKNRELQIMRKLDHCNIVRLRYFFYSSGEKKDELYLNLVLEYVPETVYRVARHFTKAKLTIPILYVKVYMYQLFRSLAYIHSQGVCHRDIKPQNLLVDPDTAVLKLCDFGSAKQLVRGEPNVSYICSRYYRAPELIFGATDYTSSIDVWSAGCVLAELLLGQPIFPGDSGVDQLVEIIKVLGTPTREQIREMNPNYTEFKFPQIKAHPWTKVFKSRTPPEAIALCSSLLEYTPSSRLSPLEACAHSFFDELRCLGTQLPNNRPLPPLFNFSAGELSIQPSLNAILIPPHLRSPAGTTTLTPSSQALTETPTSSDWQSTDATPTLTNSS
hERG rescue: shields human hERG channel from block by proarrhythmic agents | activation (rescue from dofetilide block), less the hit threshold, % at 10 µM | AID 1511 | CHO-hERG, FluxOR thallium flux, dofetilide IC70 present | Q12809 | 310,000 compounds, 0.51% hits;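 active means activation above the mean of controls blocked by dofetilide plus 5 SD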;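 further: thallium influx through hERG after potassium depolarization seen as dye fluorescence rise; in these data hits start at about 4.7%; inactives centre near -7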
GSK3B inh: human GSK3beta kinase inhibition; P49841; GST-GSK3beta kinase, ADP-Glo luminescence, 60 min; active compounds read low; activity score (negative = inhibition), % at 10 µM; 300,000 compounds, 0.038% hits; AID 2097;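 active means more than half of replicate wells score below -50%, meaning over 50% inhibition versus plate controls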;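 further: 0% = median DMSO wells and -100% = median GW8510 positive control wells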
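Test system – GST-tagged human GSK3beta kinase, cell-free · Incubation – 60 min enzyme reaction, room temperature · Signal – ADP-Glo luminescence · Also added – peptide substrate and ATP at 25 µM · Controls – DMSO neutral wells and GW8510 at 20 µM as positive · Buffer or medium – Tris/MgCl2 kinase buffer · Measure – Luminescence-derived activity versus plate DMSO and GW8510 wells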
KCNK3 inh: human KCNK3 channel inhibition, primary screen; O14649; CHO-KCNK3 thallium flux, FluxOR fluorescence; active compounds read low; B-score at 10 µM; 340,000 compounds, 0.84% hits; AID 602410;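 active means B-score under library mean minus 4 SD, starting fluorescence ratio at most library mean plus 5 SD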;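 further: more negative B-score means stronger inhibition of thallium flux through KCNK3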
KCNQ1 inh: blocks the human KCNQ1 potassium channel; P51787; AID 2642; 310,000 compounds, 1.3% hits; B-score at 10 µM; CHO-K1 KCNQ1, FluxOR thallium flux fluorescence; active compounds read high;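 active means compounds whose thallium flux B-score, printed positive for inhibition, exceeds three library SD while starting fluorescence stays within three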;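 further: channel opened by potassium depolarization with thallium stimulus after 20 min compound exposure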
KCNQ1 pot: human KCNQ1 channel potentiation or activation; P51787; CHO-K1 KCNQ1, thallium flux FluxOR fluorescence; active compounds read high; B-score at 10 µM; 310,000 compounds, 0.35% hits;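 active means fluorescence ratio B-score, a plate-corrected score, at least three library SD, with initial intensity B-score within 5 SD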
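assay system = KCNQ1-transfected CHO-K1 cells | medium = assay buffer with matched DMSO | probe or stimulus = depolarizing K+/Tl+ stimulus, K2SO4 and Tl2SO4 each 12.5 mM in 5x stock | dosing = single dose | incubation = dye 90 min, compound 20 min, room temperature | detection = kinetic FluxOR fluorescence, 10 s baseline plus 110 s post-stimulus | evaluation = ratio B score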
RGS4 inh: inhibitors of human RGS4; HEK293 M3R/RGS4 inducible, Fluo-4 calcium flux; active compounds read high; triggered by carbachol at its EC20; P49798; B-score at 10 µM; AID 463165; 310,000 compounds, 0.45% hits;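 active means B-score, a plate-corrected calcium signal, over three deviations above library mean, with baseline fluorescence within five deviations of library mean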;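 further: RGS4 expression induced by doxycycline in cells with stable M3 receptor; B-score is computed from the integrated fluorescence ratio over baseline after carbachol; higher B-score means a larger calcium signal and so more RGS4 inhibition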
Dyrk1A ADPGlo: blocks rat Dyrk1A kinase activity; inhibition, % at 12.5 µM; 310,000 compounds, 0.43% hits; ADP-Glo luminescence, NFATc1 peptide; in the data active means inhibition above about 50%;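 further: plate controls were vehicle with enzyme for no effect and no enzyme for full effect; many of its hits are not listed in these tables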
PolyA inh: inhibitors of polyadenylation in S. cerevisiae. S. cerevisiae SKY197-pL101 polyadenylation reporter, beta-gal luminescence; efflux-impaired pdr1/pdr3 knockout yeast; score 100 = 6 SD above DMSO. calls only at 12 µM. 300,000 compounds, 0.02% hits;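 active means lowest replicate activity score at least 50, where 100 means six control SD above control mean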;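 further: yeast exposed to compound for 9 h at 30 °C; higher score means more reporter readthrough which indicates perturbed polyadenylation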
KCNK9 block: blocks the human KCNK9 two-pore domain potassium channel; B-score at 10 µM; AID 488922; Q9NPC2; HEK293 KCNK9, FluxOR thallium flux fluorescence; active compounds read low; 310,000 compounds, 1.2% hits;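 active means ratio B-score over 3 SD below the library mean, with starting fluorescence within 5 SD of its mean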;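 further: negative B-score means less thallium flux so channel inhibition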
Target sequence (Q9NPC2 whole entry, looked up, the tested form may be a part): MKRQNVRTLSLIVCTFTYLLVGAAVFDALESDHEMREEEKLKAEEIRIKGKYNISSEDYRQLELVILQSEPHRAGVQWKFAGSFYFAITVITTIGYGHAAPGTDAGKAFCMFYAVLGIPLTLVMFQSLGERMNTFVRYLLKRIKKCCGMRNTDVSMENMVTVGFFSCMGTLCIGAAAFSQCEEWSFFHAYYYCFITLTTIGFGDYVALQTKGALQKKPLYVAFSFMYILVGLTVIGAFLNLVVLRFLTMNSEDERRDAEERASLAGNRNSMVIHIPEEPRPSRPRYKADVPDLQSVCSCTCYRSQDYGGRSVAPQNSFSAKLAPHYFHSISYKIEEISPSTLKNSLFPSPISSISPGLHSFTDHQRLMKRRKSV
RGS4 act: potentiators or activators of RGS4; HEK293 M3R/inducible RGS4, carbachol calcium flux Fluo4; active compounds read low; B-score at 10 µM; 310,000 compounds, 0.92% hits;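 active means B-score of the integrated calcium signal more than 4 SD below the library mean, with starting fluorescence not abnormally high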;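 further: negative B-score means reduced calcium response which marks RGS4 activation or potentiation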
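Assay system: Inducible-RGS4 HEK293 cells carrying M3 receptor | Schedule: Compound preincubation 20 min at room temperature before agonist | Signal: Kinetic calcium fluorescence imaging with Fluo4-AM dye, 2 µM | Read-out basis: B score from integrated fluorescence ratio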
An asterisk follows results filed as active; i = inactive; . = no result given. The list is partial. The share of hits here may be higher or lower than overall.

SMILES	GSK3 alpha inh	hERG rescue	GSK3B inh	KCNK3 inh	KCNQ1 inh	KCNQ1 pot	RGS4 inh	Dyrk1A ADPGlo	PolyA inh	KCNK9 block	RGS4 act
CCN(CC)S(=O)(=O)c1ccc(N2CCOCC2)c(NC(=O)c2ccc(C#N)cc2)c1	6	-18	4	i	i	i	i	-2	i	i	i
Cc1nn(CCCC(=O)Nc2sc3c(c2C#N)CCC3)c(C)c1[N+](=O)[O-]	-2	0	3	i	i	i	i	3	i	i	i
CN1CCC(=NNC(=O)c2ccc(N(Cc3ccc(Cl)cc3)S(C)(=O)=O)cc2)CC1	0	-4	3	i	i	i	i	-4	i	i	i
O=C(O)c1cc(=O)cc(C(=O)O)[nH]1	-2	-9	-4	i	i	i	i	.	i	i	i
c1ccc(Cn2nnnc2C(c2cccs2)N2CCOCC2)cc1 (stereo not drawn)	1	-9	-5	i	i	i	i	12	i	i	i
O=C(CC12CC3CC(CC(Br)(C3)C1)C2)Nc1nncs1	-1	-5	0	i	i	i	i	-1	i	i	i
Cc1ccc(S(=O)(=O)N2CCCC(C(=O)N(Cc3cccs3)C3CC3)C2)cc1 (stereo not drawn)	-1	-5	0	i	i	i	i	-2	i	i	i
CCn1c(C)[n+](Cc2ccccc2)c2ccc(Cl)cc21	-1	-12	3	i	i	i	i	0	i	i	i
CCCCN(C(=O)CC(c1ccccc1)c1ccccc1)c1c(N)n(CCC)c(=O)[nH]c1=O	-1	-3	5	i	i	i	i	-3	i	i	i
CC(=O)Nc1ccc(S(=O)(=O)N2c3ccccc3NC(=O)CC2C)c(Cl)c1 (stereo not drawn)	2	-6	-2	i	i	i	i	-3	i	i	i
CCOC(=O)C1=C(N)Oc2cc(O)ccc2C1c1cccc([N+](=O)[O-])c1 (stereo not drawn)	6	-12	-3	i	i	i	i	-4	i	i	i
CCc1cc(=O)oc2c(C)c(OS(C)(=O)=O)ccc12	4	-6	0	i	i	i	i	23	i	i	i
O=C(c1cccs1)c1cn(CC(=O)N2CCc3ccccc3C2)c2ccccc12	-1	-10	0	-11*	i	i	i	-1	i	i	i
Cc1ccc(-c2nc(N)n(S(=O)(=O)c3ccc(C)cc3)n2)cc1	-1	-11	2	i	i	i	i	-6	i	i	i
Cc1ccc(Oc2nc(-c3ccccn3)nc3ccccc23)cc1	-1	-19	6	i	i	i	i	.	i	i	i
COC(=O)C1=C(C)OC(N)=C(C#N)C1c1ccco1 (stereo not drawn)	3	0	-1	i	i	i	i	-5	i	i	i
O=C1C2C3C=CC(C3)C2C(=O)N1CCCCN1C(=O)C2C3C=CC(C3)C2C1=O (stereo not drawn)	-7	-4	0	i	i	i	i	4	i	i	i
O=C(CNS(=O)(=O)c1ccccc1)NCC(=O)OCc1ccccc1F	0	-13	1	i	i	i	i	-6	i	i	i
Cc1ccc2nc3c(cc(C(=O)NCCCn4ccnc4)n3C)c(=O)n2c1	-2	-2	-4	i	i	i	i	4	i	i	i
Cc1ccc(SCC(=O)c2ccc(CC(=O)O)s2)cc1	7	-5	-4	i	i	i	i	.	i	i	i
CCCNC(=S)N(Cc1ccccc1)Cc1nc2ccccc2c(=O)[nH]1	-2	-8	4	i	i	i	i	-4	i	i	i
COC(=O)c1c(NC(=O)CSc2nnc(CNc3ccc(Cl)cc3)o2)sc(C)c1C	-2	-9	1	i	i	i	i	4	i	i	i
CCOC(=O)c1cc2c(=O)n3cccc(C)c3nc2n(CC(C)C)c1=NC(=O)c1ccco1	0	-5	-1	i	i	i	i	.	i	i	i
Cn1c(CCN2CCCCC2)nc2cc(NC(=O)COc3ccccc3)ccc21	-7	-11	-3	i	i	i	i	-4	i	i	i
COc1ccc(S(=O)(=O)N2CC(O)C[C@H]2C(=O)OCC(=O)N2CCCCCC2)cc1 (stereo partly drawn)	-1	-18	3	i	i	i	i	5	i	i	i
Cc1ccc(S(=O)(=O)N2CCOCC2)cc1NC(=O)COC(=O)c1n[nH]c(=O)c2ccccc12	13	-4	0	i	i	i	i	3	i	i	i
CNS(=O)(=O)c1cccc(C(=O)OCC(=O)Nc2ccc(N3CCCCC3)cc2)c1	-1	-11	-3	i	i	i	i	4	i	i	i
CCOC(=O)c1cnn(-c2cc(Oc3ccccc3C)ncn2)c1N	-6	-7	5	i	i	i	i	6	i	i	i
CCOC(=O)NC(O)C(=O)c1cccs1 (stereo not drawn)	-1	-4	5	i	i	i	i	-3	i	i	i
COc1ccc(-n2c(SCC(=O)NCc3ccco3)nc3c([nH]c4ccccc43)c2=O)cc1	-3	-3	2	i	i	i	i	-1	i	i	i
N#Cc1cccc(NC(=O)Cn2cnc(S(=O)(=O)N3CCCC3)c2)c1	1	-11	-2	i	i	i	i	-2	i	i	i
CSc1ncccc1C(=O)Nc1nc(C(C)(C)C)cs1	1	-9	.	i	i	i	i	-1	i	i	i
Cc1cc(NC(=O)c2cc3cccc([N+](=O)[O-])c3[nH]2)ccc1F	-1	-8	2	-13*	11*	i	i	-5	i	i	i
COc1ccc(CN2CCN(C(=O)CC(C)C)CC2)cc1Br	-6	-9	0	i	i	i	i	-1	i	i	i
COc1ccccc1N1CCN(CC(O)c2ccccc2)CC1 (stereo not drawn)	0	-6	-1	i	i	i	i	-7	i	i	i
CCCNC(=O)C1CC(c2cccc(F)c2)=NO1 (stereo not drawn)	0	-4	1	i	i	i	i	7	i	i	i
CSC1=N/C(=C\c2ccc3c(c2)OCO3)C(=O)S1	0	-8	-3	i	i	i	i	21	i	i	i
OC(COc1ccc2ccccc2c1Br)Cn1cnc(-c2ccccc2)c1 (stereo not drawn)	-1	-8	2	i	i	i	9.3*	-2	i	i	i
COc1cc(OC)c(C(=O)OCC(=O)NCCc2ccccc2)cc1OC	0	-2	-5	i	i	i	i	0	i	i	i
CCOC(=O)c1ccc(NC(=S)NCc2ccco2)cc1	-2	-5	2	i	i	i	i	4	i	i	i
COc1ccc(C2CC(c3ccccc3)=NN2c2ccc(C(N)=O)cc2)cc1 (stereo not drawn)	-1	-8	-2	i	10*	i	i	.	i	i	i
CCOC(=O)C(C)Sc1nc2c(c(=O)[nH]c(=O)n2C)n1Cc1ccc(Cl)cc1 (stereo not drawn)	2	-10	0	i	i	i	i	5	i	i	i
C=CCn1c(N/N=C/c2ccc(O)cc2)nc2ccccc2c1=O	7	-8	-2	i	i	i	i	5	i	i	i
Cc1cccc(C(=O)OCC(=O)Nc2nnc(-c3ccccc3)o2)c1O	.	1	3	i	i	i	i	3	i	i	i
COc1ccc(NC(=O)Nc2ccc([N+](=O)[O-])cc2)cn1	-1	-8	-1	i	8*	i	i	3	i	i	i
NC(=S)N1CCCc2ccccc21	-1	-5	-1	i	i	i	i	.	i	i	i
COc1ccc(C2=NN(c3nc4ccccc4s3)C(=O)/C2=C\N(C)C)cc1	-2	-6	8	i	i	i	i	.	i	i	i
CCN(CC)S(=O)(=O)c1cc(C(=O)OCC(=O)NC(=O)c2cccn2C)ccc1C	0	-7	2	i	i	i	i	0	i	i	i
COc1ccc(C(=O)NCCCNC(=O)c2cnccn2)cc1	-3	-1	0	i	i	i	i	-3	i	i	i
CN(/C=C/c1c([N+](=O)[O-])c(=O)n(C)c(=O)n1C)c1ccccc1	-2	-9	-3	i	i	i	i	2	i	i	i
CC(=O)C1=C(C)OC2(O)c3ccccc3C(=O)C12O (stereo not drawn)	3	-6	-2	i	i	i	i	.	i	i	i
OCC(O)CN(c1ccccc1)c1ccccc1 (stereo not drawn)	0	-9	2	i	i	i	i	-2	i	i	i
CCC(=O)Nc1ccc2c(c1)nc1n2CCSC1	-3	-10	-2	i	i	i	i	-3	i	i	i
